Screens (PubChem BioAssay)
AddAB inh = less growth of phage-infected E. coli with AddAB. E. coli expressing H. pylori AddAB, absorbance growth. inhibition, % at 11.9 µM. hit rate 0.29% among 330,000. AID 435030; in the data active means inhibition above about 12%;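 further: 0% = vehicle wells of infected cells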
PKA-R1A act = PKA-R1A complex activation; P00514+P68181; PKA-R1A dissociation, Cy5-IP20 fluorescence polarization; scaled: DMSO 0%, 113 µM cGMP 100%; activation, % at 11.4 µM; hit rate 0.083% among 340,000;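 active means percent activation above the mean of all tested compounds plus 3 SD, cut at about 19% in these data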;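 further: higher means more PKAc released from R1A so a rise in polarization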
E coli growth = counter-screen for AddAB inhibitors: E. coli growth inhibition; E. coli V3065 growth, OD600 absorbance, 18 h; inhibition, % at 11.9 µM; hit rate 0.27% among 330,000;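 active means inhibition above the campaign's mean inhibition across all tested compounds plus 3 SD, cut at about 9.9% in these data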;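 further: uninfected addAB+ strain grown without phage in ampicillin broth; 0% = DMSO wells and 100% = ciprofloxacin 0.95 µg/ml wells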
phage Ecoli inh = E. coli growth loss with phage present; hit rate 0.26% among 360,000; growth absorbance; inhibition, % at 11.9 µM; in the data active means inhibition above about 11%
OPRM1-OPRD1 inv = inverse agonist of human OPRM1-OPRD1 heterodimerization; P35372+P41143; cell-based MOR-DOR heterodimer luminescence, inverse agonism; inhibition, % at 9.3 µM; hit rate 0.21% among 340,000; AID 504357; in the data active means inhibition above about 22%, passing the limit was not always enough;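 further: 0% = cells with DMSO and 100% = wells without cells with DMSO; values of inactives mirror those of a sister screen read the other way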
Target sequence (P35372 whole entry, looked up): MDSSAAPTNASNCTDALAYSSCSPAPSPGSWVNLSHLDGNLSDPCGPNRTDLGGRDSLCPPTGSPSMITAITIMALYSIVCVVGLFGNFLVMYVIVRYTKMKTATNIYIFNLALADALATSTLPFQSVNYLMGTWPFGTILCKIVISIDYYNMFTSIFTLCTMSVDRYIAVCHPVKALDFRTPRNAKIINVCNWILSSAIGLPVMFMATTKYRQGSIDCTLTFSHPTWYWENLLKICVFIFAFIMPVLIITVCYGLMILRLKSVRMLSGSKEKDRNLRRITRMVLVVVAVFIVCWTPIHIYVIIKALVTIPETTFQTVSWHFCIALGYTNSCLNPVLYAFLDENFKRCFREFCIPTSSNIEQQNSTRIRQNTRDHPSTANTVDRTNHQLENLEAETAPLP
Target sequence (P41143 whole entry, looked up): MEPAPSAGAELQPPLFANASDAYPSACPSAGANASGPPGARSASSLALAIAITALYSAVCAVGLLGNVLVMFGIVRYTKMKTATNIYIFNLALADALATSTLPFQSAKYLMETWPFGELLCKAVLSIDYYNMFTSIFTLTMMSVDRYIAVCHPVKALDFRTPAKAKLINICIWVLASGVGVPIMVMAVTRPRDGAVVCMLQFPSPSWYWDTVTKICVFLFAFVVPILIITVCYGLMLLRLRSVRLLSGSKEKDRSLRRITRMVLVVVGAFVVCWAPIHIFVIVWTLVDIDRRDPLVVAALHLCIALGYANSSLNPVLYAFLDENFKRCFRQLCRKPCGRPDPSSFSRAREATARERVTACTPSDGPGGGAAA
Mot1-301 SUMO = inhibitors of SUMOylation pathway: yeast Mot1-301 growth rescue | hit rate 1% among 320,000 | growth rescue, % at 18.8 µM | AID 2716 | S. cerevisiae Mot1-301 growth rescue, ATP luminescence, 38.5C; percent above DMSO median, 100 means doubled;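 active means every valid replicate shows activation above 250% relative to neutral control wells; inactive means the rest, any valid replicate at or below 250%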;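 further: OY570 slx delta 5 strain wells were the positive control but not used for scaling; some compounds called inactive have numbers as strong as hits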
MOR-DOR ag = agonists of human mu-delta opioid receptor heterodimerization; P35372+P41143; cells, OPRM1-OPRD1 heterodimerization, luminescence; activation, % at 9.3 µM; hit rate 0.3% among 340,000; AID 504326; in the data active means activation above about 18%;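 further: 0% = vehicle-treated cells and 100% = reference agonist; values of inactives mirror those of a sister screen read the other way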
Tat export inh = blocks Tat-dependent protein export in E. coli; E. coli MC4100 TorA-mCherry Tat export, fluorescence; inhibition, % at 10 µM; hit rate 0.036% among 340,000;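 active means mean replicate inhibition at least 50% and at least half of replicates individually reaching 50%; inconclusive means only one of the two criteria met; inactive means neither criterion met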;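 further: exported cargo escapes ClpAP degradation while cytoplasmic cargo is degraded and loses fluorescence; 0% = median of neutral control wells and 100% = median of NaSCN control wells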
HTR5A inv ag = HTR5A inverse agonism, opioid heterodimer counter-screen; P47898; HTR5A cell line, luminescence; inhibition, % at 9.3 µM; hit rate 0.083% among 340,000; AID 504634; in the data active means inhibition mostly above about 23%, no sharp cut-off; inactive means mostly below about 18%;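 further: 0% = cells with DMSO and 100% = no-cell wells with DMSO; some compounds called inactive have numbers as strong as hits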
PfHsp90 yeast 2 = inhibits growth of yeast expressing Plasmodium falciparum Hsp90; inhibition, % at 9.4 µM; S. cerevisiae expressing PfHsp90, BacTiter-Glo ATP, 48 h; yeast lacking PDR1 and PDR3 efflux regulators; hit rate 0.32% among 310,000; AID 504621;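 active means every replicate shows inhibition above about 80%, whatever the replicate mean, limit read from the data; inconclusive means mean inhibition reaches the set limit but some replicate falls short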;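 further: 0% = DMSO neutral controls and 100% = 20 µM radicicol positive controls; yeast relying on Plasmodium falciparum Hsp90 in place of its own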
PKA-R2B act = PKA-R2B complex activation. P22694+P31323. PKA-R2B holoenzyme dissociation, Cy5-IP20 fluorescence polarization; R2B truncated from residue 108, S112A mutant; 0% DMSO only, 100% 113 µM cGMP. activation, % at 11.4 µM. hit rate 0.079% among 340,000;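 active means activation above a cutoff set at the mean over all compounds plus 3 SD, cut at about 18% in these data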;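 further: higher means more holoenzyme dissociation and a rise in polarization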
The depositor's hits bear a star; ? = inconclusive; nt = not tested or not shown; & = joins results of further samples.

SMILES | AddAB inh | PKA-R1A act | E coli growth | phage Ecoli inh | OPRM1-OPRD1 inv | Mot1-301 SUMO | MOR-DOR ag | Tat export inh | HTR5A inv ag | PfHsp90 yeast 2 | PKA-R2B act
O=S(=O)(NCc1c(Cl)cccc1Oc1ccccc1)c1ccc(F)cc1 | 1.6 | 2 | 0.2 | 1.8 | -42 | 57 | 8.0 | 3 | -5 | -6 | 0
O=C(NCc1ccco1)C1CC(c2ccc(F)cc2)=NO1 (stereo not given) | 0.7 | -3 | 0.8 | 1.1 | 1 | 43 | -0.2 | 2 | 3 | -6 | -1
O=C(NCCN1CCCC1)C(c1ccccc1)c1ccccc1 | 2.7 | 6 | -0.4 | 1.8 | 8 | -19 | -1.6 | 1 | -5 | 48 | -3
CC(=O)Nc1c2c(nn1-c1cccc(Cl)c1)CS(=O)C2 (stereo not given) | 1.7 | 2 | -1.0 | -1.3 | -6 | -7 | 1.2 | -1 | -15 | 5 | 4
COC(=O)c1oc2ccc(Cl)cc2c1-n1cccc1 | 1.3 | -14 | 0.2 | 3.9 | -20 | 9 | 3.7 | -3 | -6 | nt | 0
COc1ccc(S(=O)(=O)N2CCN(C(=S)Nc3ccc(S(N)(=O)=O)cc3)CC2)cc1 | -1.8 | 4 | -0.8 | -1.0 | -3 | -15 | 0.4 | 3 | 16 | -2 | -3
Cc1noc(C)c1S(=O)(=O)N(C)C[C@H]1Oc2ccc(NC(=O)CCC(F)(F)F)cc2C(=O)N([C@H](C)CO)C[C@@H]1C | 1.6 | -12 | -0.4 | 1.7 | -5 | 13 | 0.9 | 6 | 28 | -2 | 4
O=C(NCc1nnc(SCc2ccc(F)cc2)n1-c1ccc(F)cc1)C12CC3CC(CC(C3)C1)C2 | 4.0 | 5 | -1.3 | 3.5 | -24 | -11 | 4.7 | 19 | 3 | -4 | -6
O=C(O)CCCNC(=O)C(c1ccccc1)c1ccccc1 | -1.0&-1.7 | -2&-14 | -1.5&-2.1 | 0.8&-1.3 | 15&-18 | -11&-2 | -2.5&2.7 | 13&-9 | 12&9 | 40&-11 | 5&-5
CCOCCCNC(=O)C(NC(=O)c1cnccn1)c1ccc(OC)cc1 (stereo not given) | 2.1 | -12 | -1.0 | 3.2 | 12 | -10 | -2.0 | -2 | -16 | 3 | -10
O=C(/C=C/c1ccccc1)Oc1cccc(C(=S)N2CCOCC2)c1 | 4.1 | -12 | 1.1 | 3.6 | -5 | 219 | 1.0 | -2 | 23 | 32 | 7
CCOc1ccc(-c2nnc3sc(COc4ccc(Cl)cc4)nn23)cc1 | 1.7 | -6 | -1.1 | -0.4 | 3 | 0 | -0.7 | -7 | -3 | -5 | -5
N#CCSc1nc2scc(-c3cccs3)c2c(=O)n1CCc1ccccc1 | -1.6 | 2 | 0.7 | 3.7 | 8 | 202 | -1.4 | -11 | -4 | -17 | -4
Cc1ccc(CC2SC(=O)NC2=O)cc1Cl (stereo not given) | 1.2 | -8 | -0.2 | 0.9 | 5 | 10 | -0.9 | 4 | -17 | 8 | 1
CC(C)CN(CC(C)C)c1nn[nH]n1 | nt | -10 | nt | 1.5 | 3 | nt | -0.6 | -2 | -7 | -5 | 4
COC(=O)CNC(c1ccccc1)c1cc(C)ccc1NC(=O)c1cccc(Cl)c1 (stereo not given) | 4.2 | -5 | 0.3 | 0.7 | -10 | 0 | 2.0 | 2 | -1 | -37 | -12
Nc1nonc1C(=O)N/N=C/c1cccc([N+](=O)[O-])c1 | -1.2 | 14 | -5.0 | 2.5 | 14 | 12 | -2.6 | -2 | 13 | -5 | -4
COC(=O)C(C)Oc1ccc(=O)[nH]n1 (stereo not given) | 3.3 | 3 | 1.6 | 3.6 | -1 | -10 | 0.2 | 11 | -2 | -14 | -7
Nc1c(-c2ccccc2)cnc2c(-c3ccccc3)cnn12 | 1.4 | -1 | -0.3 | 5.0 | 1 | 1 | -0.1 | -2 | 17 | 4 | 2
COc1cccc(CN2CCN(Cc3ccc(C#CC(C)(C)O)s3)CC2CCO)c1 (stereo not given) | 1.0 | -9 | -2.8 | 2.4 | 13 | -5 | -1.9 | -6 | 7 | -3 | -2
COc1ccc(Cl)cc1C(=O)NCCCN1CCOCC1 | -1.6 | 3 | -0.3 | 1.8 | 8 | 7 | -1.6 | -2 | -1 | -34 | -6
Cc1ccc(S(=O)(=O)N2CCN(C(=O)CCN3C(=O)c4ccccc4C3=O)CC2)cc1C | 4.5 | 7 | 0.2 | 2.8 | 11 | -22 | -1.9 | 5 | 9 | 3 | 4
COc1ccc(N(CC(=O)O)S(=O)(=O)c2c(C)n[nH]c2C)cc1 | 1.7 | -9 | 2.5 | 2.4 | 4 | -18 | -0.7 | 4 | -10 | nt | -5
CCN(CC)c1ccc(/C=C/C(=O)c2ccc(Br)cc2)cc1 | -1.6 | -1 | -1.0 | 1.3 | 4 | -2 | -0.8 | 2 | -21 | -2 | -3
Cc1nc(NS(=O)(=O)c2ccccc2)sc1NC(=O)Nc1ccccc1 | 1.7 | -6 | -1.3 | 4.0 | -25 | 64 | 4.3 | 1 | 9 | 29 | 1
CC(C)c1ccc(S(=O)(=O)N2CCN(CC(O)CN3CCOCC3)CC2)cc1 (stereo not given) | 0.3 | 9 | -0.3 | 1.1 | 0 | -15 | -0.1 | -4 | 11 | -5 | 7
Fc1ccc(Oc2nccc(-c3ccc(Cl)cc3)n2)cc1 | 5.0 | 1 | 2.9 | 3.8 | -32 | 2 | 6.4 | 3 | 4 | -9 | 5
CC(=O)NC(Cc1cnc[nH]1)C(=O)O (stereo not given) | 3.1 | -17 | 1.3 | 2.8 | 13 | -19 | -2.6 | ? | 0 | -1 | -2
Cc1cc(C)n(-c2ccc(C(=O)OCc3ccccc3)cc2)n1 | 1.6 | -6 | -2.0 | 5.0 | -22 | 12 | 4.3 | 8 | 11 | 16 | -19
COc1ccccc1N1CCN(C(=O)CCNS(=O)(=O)c2ccc(Br)s2)CC1 | -0.9 | 3 | -1.3 | 2.1 | 5 | -17 | -0.9 | 2 | 30 | nt | -4
CCn1nc(CC(C)C)cc1C(=O)N1CCCC(Nc2ccc(OC)cc2)C1 (stereo not given) | 2.6 | 0 | 1.4 | -2.5 | 12 | 420 | -2.4 | 0 | -6 | -9 | 2
COc1ccc(-c2[nH]ncc2CN2CCC(OCc3cccnc3)CC2)c(F)c1 | 1.9 | 8 | -0.4 | 3.5 | 18 | 60 | -3.5 | 7 | 1 | -3 | 3
COc1ccc(S(=O)(=O)N(C)c2ccc(C(=O)Nc3ccccc3C(=O)N3CCOCC3)cc2)cc1OC | -0.7 | 7 | -1.1 | -0.4 | 8 | -2 | -1.4 | 1 | 5 | 9 | -14
COc1ccc(C2CC(c3ccccc3)n3nnnc3N2)cc1 (stereo not given) | 3.7 | 1 | 1.5 | 2.5 | 12 | -31 | -1.9 | -15 | -2 | 13 | -3
COc1ccc(S(=O)(=O)N(C)CC(=O)NCc2ccco2)cc1OC | 2.9 | -4 | -1.4 | -2.1 | -6 | 5 | 0.7 | -14 | -23 | 12 | -8
CC(=O)N1c2ccc(S(=O)(=O)N3CCCC(C(=O)N4CCC(C)CC4)C3)cc2CC1C (stereo not given) | -2.8 | -10 | -0.3 | 1.4 | -4 | 13 | 0.8 | -6 | -3 | 9 | -12
CC(=O)NC1CC2CCCC(C1)N2C(=O)Nc1ccccc1C (stereo not given) | nt | 9 | nt | 2.9 | 8 | nt | -1.5 | -11 | -9 | 3 | 4
CCN(CC)C(=O)C(C)N(C#N)c1nc(C)cc(C)n1 (stereo not given) | -1.2 | 1 | 1.3 | 2.6 | 5 | 16 | -1.0 | 3 | -13 | 18 | 1
Cc1ccc(S(=O)(=O)N(CC(=O)N2CCOCC2)c2ccc(C(C)C)cc2)cc1 | 1.5 | -8 | -2.2 | 1.0 | 11 | -2 | -1.9 | -9 | -7 | -17 | 2
COc1cc(CNc2ncn[nH]2)ccc1OCc1ccccc1C | 0.6 | -5 | -2.8 | 4.3 | 7 | nt | -1.4 | 2 | 20 | nt | -5
O=C(CCN1C(=O)C2C3C=CC(C3)C2C1=O)N1CCN(c2ccc(F)cc2)CC1 (stereo not given) | 1.1 | -6 | -1.6 | 1.6 | 8 | 19 | -1.9 | 2 | -18 | -18 | 5
O=C(CSc1ccc(Br)cc1)NCC1CCCO1 (stereo not given) | 0.1 | 1 | -1.5 | 2.8 | 9 | 5 | -1.3 | -11 | 4 | 19 | 10
Cc1ccc(C)c(Cn2cnc3c(oc4ccccc43)c2=O)c1 | 1.5 | -8 | 0.4 | -0.3 | 5 | 34 | -1.1 | 0 | 2 | nt | 3
C/C(=C\c1ccco1)C1C(C#N)=C(N)OC2=C1C(=O)CC(C)(C)C2 (stereo not given) | -0.8 | 1 | -4.0 | 0.7 | -32 | -8 | 5.3 | -3 | -26 | -28 | 2
N#CCC(=O)Nc1ccc(C(=O)OC(C(=O)Nc2cc(C(F)(F)F)ccc2Cl)c2ccccc2)cc1 (stereo not given) | -3.6 | -18 | -4.4 | 1.0 | -4 | -10 | 0.7 | -5 | -13 | -9 | -16
COc1ccc(C(C)(C)C)cc1S(=O)(=O)NCC1CCCO1 (stereo not given) | nt | -5 | nt | 4.2 | 11 | nt | -2.2 | -1 | -8 | 3 | -5
O=C(CSc1cccc2cccnc12)N/N=C/c1cccc(O)c1 | 1.0 | -10 | 0.1 | 3.1 | 3 | 3 | -0.6 | -1 | 22 | 16 | -1
COCCN(C(=O)Cn1c(C(F)(F)F)nc2ccccc21)c1c(N)n(Cc2ccccc2)c(=O)[nH]c1=O | 3.5 | -5 | -2.1 | -1.5 | nt | -12 | nt | -1 | nt | -1 | -2
OC(COCc1ccccc1F)CN1CCCCC1 (stereo not given) | 0.8 | -5 | 1.0 | 3.1 | 16 | -3 | -3.0 | -7 | 1 | -4 | -9
CCCOc1ccc(C2(C(=O)O)CCCC2)cc1 | 4.3 | -7 | 0.0 | 2.0 | 17 | 5 | -3.2 | -4 | 0 | nt | -16
CCOC(=O)c1cc2cc(OCc3ccccc3)ccc2nc1C | 1.1 | 1 | -1.2 | 2.1 | -29 | -3 | 5.8 | 2 | -18 | 118* | 7
C=C1CCN([C@@H](Cc2ccccc2)C(=O)N2CCOCC2)S(=O)(=O)c2ccccc21 | 2.5 | 7 | -2.2 | 3.1 | 11 | -5 | -2.0 | 5 | -14 | nt | -11

Reformatted as a markdown table: entries from further up.
| molecule | AddAB inh | PKA-R1A act | E coli growth | phage Ecoli inh | OPRM1-OPRD1 inv | Mot1-301 SUMO | MOR-DOR ag | Tat export inh | HTR5A inv ag | PfHsp90 yeast 2 | PKA-R2B act |
| --- | --- | --- | --- | --- | --- | --- | --- | --- | --- | --- | --- |
| CCOCCCNC(=O)C(NC(=O)c1cnccn1)c1ccc(OC)cc1 (stereo not given) | 2.1 | -12 | -1.0 | 3.2 | 12 | -10 | -2.0 | -2 | -16 | 3 | -10 |
| COCCN(C(=O)Cn1c(C(F)(F)F)nc2ccccc21)c1c(N)n(Cc2ccccc2)c(=O)[nH]c1=O | 3.5 | -5 | -2.1 | -1.5 | nt | -12 | nt | -1 | nt | -1 | -2 |
